Screens as filed in PubChem.
TAAR1 ag = agonists of human TAAR1; CHO RD-HGA16 TAAR1, Fluo-8 calcium fluorescence; vehicle wells 0%, saturating PEA agonist 100%; activation, % at 3 µM; actives 0.99% (n = 360,000); AID 624467;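 active = activation above the mean activation of all test compounds in the run plus 3 SD, cut at about 38% in these data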
Target sequence (Q96RJ0 whole entry, looked up): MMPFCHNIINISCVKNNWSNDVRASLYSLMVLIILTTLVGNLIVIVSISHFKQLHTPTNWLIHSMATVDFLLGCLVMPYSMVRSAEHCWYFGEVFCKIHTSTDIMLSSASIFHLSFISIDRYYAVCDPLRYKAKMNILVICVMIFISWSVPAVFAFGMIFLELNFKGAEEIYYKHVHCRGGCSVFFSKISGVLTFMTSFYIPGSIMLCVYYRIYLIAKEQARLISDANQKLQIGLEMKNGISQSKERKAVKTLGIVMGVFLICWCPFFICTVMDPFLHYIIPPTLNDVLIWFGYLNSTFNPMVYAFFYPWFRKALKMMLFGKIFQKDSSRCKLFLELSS
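Test system: RD-HGA16 (CHO) cells co-expressing Gα16 and hTAAR1 / Benchmarks: DMSO vehicle as 0%, PEA at EC100 as 100% / Repeats: no replicates (n 1) / Measure: % activation from peak over basal fluorescence ratio, DMSO-to-PEA scaled / Timing: 17-24 h plating, Fluo-8 75 min 37 °C, 30 min RT / Technique: kinetic Fluo-8 calcium fluorescence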
V1aR counter = activates human V1a receptor in oxytocin agonist counter-screen | P37288 | CHO-V1R cells, Fluo-8 calcium fluorescence, agonist mode; 0% DMSO, 100% 3 nM vasopressin | activation, % at 3 µM | actives 0.25% (n = 320,000);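 active = activation above the mean activation of all tested compounds plus 3 SD, per screening run, cut at about 20% in these data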;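 also: signal is peak over basal fluorescence ratio across a 100 second FLIPR read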
CHO parental Ca = counter-screen: ATP calcium response change in parental CHO cells | parental CHO-K1, ATP-induced calcium, Fluo-8 fluorescence | inhibition, % at 5.6 µM | actives 0.63% (n = 330,000);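 active = inhibition above that plate's mean sample inhibition plus 3 SD, cut at about 26% in these data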;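 also: 0% = ATP-challenged DMSO wells and 100% = DMSO wells without ATP; some compounds past the cut are filed as inactive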
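Material: parental CHO cells / Compound: single nominal dose of 5.6 µM per compound / Signal: Fluo-8 fluorescence / Replicates: singlicate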
TAAR1 antagonist = human TAAR1 antagonism; Q96RJ0; CHO RD-HGA16 TAAR1, Fluo-8 calcium fluorescence, antagonist; AID 624466; inhibition, % at 3 µM; actives 1.5% (n = 360,000);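 active = inhibition above a per-plate cutoff, the mean inhibition of test compounds on that plate plus 3 SD, cut at about 49% in these data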;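 also: 0% = DMSO plus EC80 beta-PEA response and 100% = DMSO alone without agonist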
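Test system – hTAAR1-expressing CHO RD-HGA16 cells, Gα16-coupled · Reagent – β-PEA at EC80 concentration, post-compound challenge · Compound dosing – 3 µM, single point · Timing – 140 s kinetic read after compound, 140 s after agonist · Detection – Fluo-8 intracellular calcium dye fluorescence, real-time kinetic reads · Control set – DMSO and EC80 PEA controls · Repeats – n of 1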
M1 PAM = potentiates human M1 receptor response to acetylcholine | P11229 | CHO-K1 hM1, Fluo-8 calcium fluorescence, ACh EC20; 0% = ACh EC20, 100% = maximal ACh | activation, % at 3 µM | actives 0.088% (n = 360,000) | AID 588819; in the data active = activation above about 19%, passing the limit was not always enough
Target sequence (P11229 whole entry, looked up): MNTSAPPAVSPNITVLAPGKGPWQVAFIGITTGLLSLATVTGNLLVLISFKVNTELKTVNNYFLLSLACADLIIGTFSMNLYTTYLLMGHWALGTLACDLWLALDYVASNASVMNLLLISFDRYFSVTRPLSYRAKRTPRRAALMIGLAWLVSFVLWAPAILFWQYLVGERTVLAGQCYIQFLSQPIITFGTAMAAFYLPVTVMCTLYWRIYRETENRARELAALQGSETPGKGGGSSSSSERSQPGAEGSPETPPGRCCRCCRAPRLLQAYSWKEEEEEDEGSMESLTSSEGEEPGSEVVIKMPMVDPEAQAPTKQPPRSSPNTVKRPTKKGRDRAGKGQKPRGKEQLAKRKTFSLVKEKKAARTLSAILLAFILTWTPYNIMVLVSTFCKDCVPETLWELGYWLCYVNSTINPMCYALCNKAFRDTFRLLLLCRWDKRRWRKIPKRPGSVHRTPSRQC
CHRM1 agonist = agonists of human M1 muscarinic receptor; CHO-K1 hM1, Fluo-8 calcium fluorescence, agonist mode; 0% DMSO, 100% acetylcholine EC100; activation, % at 3 µM; actives 0.33% (n = 360,000);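 active = activation above the run's mean compound activation plus 3 SD, cut at about 16% in these data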;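 also: peak over basal fluorescence ratio within a 140 s kinetic read after compound addition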
OXTR ag = human OXTR agonism; P30559; CHO-OTR cells, Fluo-8 calcium fluorescence; normalized: DMSO 0%, oxytocin 100%; activation, % at 3 µM; actives 0.32% (n = 320,000);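 active = activation above the mean of all tested compounds plus 3 SD, cutoff set per screening run, cut at about 20% in these data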;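 also: peak over basal fluorescence ratio from a 100 s FLIPR kinetic read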
OXTR potentiator = potentiators of human oxytocin receptor | P30559 | CHO-OTR cells, Fluo-8 calcium fluorescence, potentiator mode; 0% = oxytocin EC15, 100% = EC100 | activation, % at 3 µM | actives 0.061% (n = 320,000);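 active = activation above that plate's cutoff, the mean activation of tested compounds plus 3 SD, cut at about 6.6% in these data, passing the limit was not always enough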;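 also: 100% uses oxytocin at 75 nM as the full agonist control; some results filed as inactive read as strong as hits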
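Material: human OTR in CHO cells. Compound: 3.0 µM, one dose. Timing: compound 6 min at room temperature before oxytocin, 100 s read. Evaluation: % activation of max/min ratio relative to oxytocin controls. Replication: single well per compound, singlicate. Signal: Fluo-8 calcium dye fluorescence.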
CHRM1 antagonist = antagonists of human M1 muscarinic receptor; P11229; CHO-K1 hM1, Fluo-8 calcium fluorescence, ACh EC80 antagonist; inhibition, % at 3 µM; actives 1.3% (n = 360,000); AID 588852;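 active = percent inhibition above its own plate's cutoff, namely the mean of that plate's compound wells plus 3 SD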;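 also: peak over basal fluorescence ratio during 140 s after agonist addition; 0% = ACh EC80 plus DMSO and 100% = DMSO alone without agonist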
* marks the source's active call; other numbers are inactive results; x = no result given.

SMILES | TAAR1 ag | V1aR counter | CHO parental Ca | TAAR1 antagonist | M1 PAM | CHRM1 agonist | OXTR ag | OXTR potentiator | CHRM1 antagonist
COc1cccc(C(=O)NCC(=O)N/N=C/c2cn[nH]c2-c2ccccc2)c1 | 8 | 0.1 | -6 | 10 | 13 | -8 | -0.5 | 0 | -2
Cc1occc1C(=O)NCCc1cccc(Cl)c1 | 4 | -0.9 | -14 | 1 | 1 | -5 | -1.2 | -6 | -6
COc1cc(C(=O)NC(C)Cc2ccccn2)ccc1OC1CCN(C(C)=O)CC1 (stereo not given) | 2 | x | x | 9 | 1 | -3 | x | x | -3
CCOC(=O)C1(C)CCCCCN1C(=O)c1ccc(OC)cc1 (stereo not given) | 0 | x | x | 4 | -4 | -3 | x | x | 10
Oc1ccc(Nc2ncnc3c2oc2ccccc23)cc1 | 4 | -0.5 | -11 | -9 | -2 | -8 | -2.0 | 0 | 8
CCCOc1ccc(S(=O)(=O)NNC(=O)c2cc3ccccc3o2)cc1 | 4 | 6.5 | -14 | 20 | -6 | -4 | 2.2 | -11 | 2
O=C(c1cc(COc2ccc(F)cc2Cl)on1)N1CCSCC1 | 0 | 1.2 | -11 | 26 | -2 | -4 | -0.9 | -11 | -26
Cc1nn(C)c(C)c1CN(Cc1nc(CCC(C)C)no1)C(C)C | 5 | 7.6 | 41* | 17 | 2 | -1 | 14 | -10 | 11
Cc1ccc(NC2CCCN(C(=O)CCCN3CCCCC3=O)C2)cc1C (stereo not given) | 0 | 0.0 | -13 | -1 | 11 | -4 | -0.5 | -3 | -9
O=C(c1ccccc1)c1c(O)cc(-c2ccccc2)oc1=O | 2 | 1.4 | 2 | -5 | 2 | 0 | 0.3 | -1 | 4
Cc1noc(C)c1-c1ccc(C(=O)NCC(C)C)c2occc12 | 1 | x | x | 4 | -1 | -3 | x | x | -1
Cc1cc(=O)[nH]c2cc(Cl)ccc12 | 7 | -0.1 | -5 | -10 | 4 | -3 | 0.2 | 10 | 5
CC(C)Oc1cccc(NC(=O)C2(C)CCCN2C(=O)C(C)C)c1 (stereo not given) | 0 | x | x | -6 | 2 | -3 | x | x | -1
O=C(CSc1nc(C2CC2)nc2ccccc12)Nc1ccccc1Cl | -1 | 0.6 | -7 | 0 | 3 | -3 | 0.5 | 4 | -2
O=C(COC(=O)C1CCN(S(=O)(=O)c2ccc3c(c2)OCCO3)CC1)NC1CCCCC1 | 0 | 0.8 | -12 | -36 | 2 | -4 | 0.4 | -6 | -2
Cc1ccc(OCC(=O)NNC(=O)c2cccnc2)cc1 | 1 | 0.0 | -4 | 10 | 7 | 0 | 0.7 | -4 | -10
COc1ccc(C2CC(c3ccc(Br)cc3)=NN2C(=O)CSC2=NCCS2)cc1 (stereo not given) | 4 | 1.3 | -26 | 8 | 4 | -6 | 1.0 | -6 | -6
C=CCOC(=O)C1=C(C)NC(=S)NC1/C=C/c1ccccc1 (stereo not given) | 1 | -1.9 | -18 | 2 | 6 | -1 | -2.2 | -2 | -3
COc1ccc(-c2coc3cc(O)ccc3c2=O)cc1O | 5 | 3.6 | -8 | -2 | 3 | 4 | 5.2 | -4 | -10
COc1ccc(CCNC(=O)C2CCCN2C(=O)Nc2ccc(F)cc2)cc1OC (stereo not given) | 2 | 0.1 | -19 | -1 | -1 | -3 | -1.4 | -11 | -7
CC1CN(S(=O)(=O)c2cccc(C(=O)NNC(=O)C(C)Oc3ccccc3F)c2)CC(C)O1 (stereo not given) | 3 | -0.3 | -12 | -44 | 15 | -3 | -2.2 | -2 | -17
Cc1ccc(C2=NN(C(=O)CCC(=O)O)C(c3cccc([N+](=O)[O-])c3)C2)cc1 (stereo not given) | 4 | -0.4 | 2 | 8 | 5 | -3 | 0.6 | -15 | -9
O=C(N=C1SC2CS(=O)(=O)CC2N1c1ccccc1)c1cccc([N+](=O)[O-])c1 (stereo not given) | 8 | 4.5 | -6 | 9 | 0 | -1 | 0.7 | -1 | 14
CC1(C)CCc2c([nH]c3ccccc3c2=O)O1 | 0 | 0.2 | -3 | 6 | 5 | -8 | -0.7 | 2 | -8
COc1ccc(/C=C/C(=O)NCC(=O)N2CCC(N(C)CCN3CCOCC3)CC2)cc1OC | 10 | -0.1 | 1 | -7 | 13 | -12 | -0.6 | -6 | -9
N#Cc1ccccc1NC(=O)c1cccc(COc2ccc(Cl)cc2Cl)c1 | 0 | -0.3 | -16 | 12 | 5 | -4 | -0.1 | -7 | -6
COc1ccccc1NS(=O)(=O)c1cc(NC(=O)Nc2cccc(C)c2)ccc1N1CCCCC1 | 2 | 0.3 | -2 | -5 | 2 | 0 | 1.0 | -7 | -4
Oc1ccc(C=NN=C2c3ccccc3-c3ccccc32)c(O)c1 | 3 | x | x | -5 | 6 | -1 | x | x | -24
COc1ccc(/C=N/NC(=O)c2c([N+](=O)[O-])c(C)nn2C)cc1 | -1 | 1.2 | 0 | 14 | -2 | -11 | -0.1 | -5 | -4
CCc1ccc(NC(=O)C(=O)NNC(=O)COc2cccc(OC)c2)cc1 | 2 | 0.6 | 8 | -20 | 2 | -8 | -1.2 | -3 | -5
CCn1c2ccccc2n2c(=O)c(=O)n(CC(=O)Nc3ccc(C(C)C)cc3)nc12 | 0 | 1.3 | -5 | 0 | 6 | -7 | 0.5 | -6 | -3
COCCN1Cc2cccc(C(=O)NCc3cccs3)c2C1=O | 5 | -0.3 | -7 | 8 | 7 | -6 | -0.7 | -4 | -10
COc1ccc(C)cc1NC(=O)CN1C(=O)COc2ccc(C)cc21 | 6 | 0.1 | -20 | -3 | 22 | 2 | -1.2 | -7 | -35
O=C(Nc1ccccc1C(=O)O)c1cc(S(=O)(=O)Nc2cccc(F)c2)ccc1Cl | 2 | 1.2 | 6 | -56 | 9 | -2 | -1.7 | -12 | -6
CCOCCC(=O)Nc1cc(Cl)ccc1OC | 3 | -0.2 | -3 | -5 | 5 | -5 | -0.5 | 0 | -5
Cc1cccc(Cn2cnc3c(nnn3Cc3ccc(F)cc3)c2=O)c1 | 13 | 2.6 | -11 | 26 | -9 | -1 | 1.3 | -3 | 8
O=C(NCCN1CCOCC1)c1cc2sccc2n1Cc1ccc(Cl)cc1 | 21 | 1.5 | -23 | -9 | -4 | -14 | 3.5 | -9 | 0
CCc1ccc(NC(=O)Cn2ncn3c(cc4ccccc43)c2=O)cc1 | -1 | -0.7 | -2 | 0 | 16 | 6 | -0.6 | -7 | -6
CC1(c2nnc(-c3ccccc3)o2)CC(c2ccc([N+](=O)[O-])cc2)=NO1 (stereo not given) | 13 | 0.3 | -13 | 15 | -1 | -4 | -0.7 | -9 | 3
O=C(Nc1ccccc1F)c1coc(=O)c(Br)c1 | 5 | 0.2 | -6 | -12 | 6 | 0 | 0.5 | -2 | 1

Reprinted from the entries so far for reference:
SMILES | TAAR1 ag | V1aR counter | CHO parental Ca | TAAR1 antagonist | M1 PAM | CHRM1 agonist | OXTR ag | OXTR potentiator | CHRM1 antagonist
COCCN1Cc2cccc(C(=O)NCc3cccs3)c2C1=O | 5 | -0.3 | -7 | 8 | 7 | -6 | -0.7 | -4 | -10
COc1ccc(C)cc1NC(=O)CN1C(=O)COc2ccc(C)cc21 | 6 | 0.1 | -20 | -3 | 22 | 2 | -1.2 | -7 | -35
O=C(Nc1ccccc1C(=O)O)c1cc(S(=O)(=O)Nc2cccc(F)c2)ccc1Cl | 2 | 1.2 | 6 | -56 | 9 | -2 | -1.7 | -12 | -6
CCOCCC(=O)Nc1cc(Cl)ccc1OC | 3 | -0.2 | -3 | -5 | 5 | -5 | -0.5 | 0 | -5
Cc1cccc(Cn2cnc3c(nnn3Cc3ccc(F)cc3)c2=O)c1 | 13 | 2.6 | -11 | 26 | -9 | -1 | 1.3 | -3 | 8
O=C(NCCN1CCOCC1)c1cc2sccc2n1Cc1ccc(Cl)cc1 | 21 | 1.5 | -23 | -9 | -4 | -14 | 3.5 | -9 | 0
CCc1ccc(NC(=O)Cn2ncn3c(cc4ccccc43)c2=O)cc1 | -1 | -0.7 | -2 | 0 | 16 | 6 | -0.6 | -7 | -6
CC1(c2nnc(-c3ccccc3)o2)CC(c2ccc([N+](=O)[O-])cc2)=NO1 (stereo not given) | 13 | 0.3 | -13 | 15 | -1 | -4 | -0.7 | -9 | 3
O=C(Nc1ccccc1F)c1coc(=O)c(Br)c1 | 5 | 0.2 | -6 | -12 | 6 | 0 | 0.5 | -2 | 1

(continued)
SMILES | TAAR1 ag | V1aR counter | CHO parental Ca | TAAR1 antagonist | M1 PAM | CHRM1 agonist | OXTR ag | OXTR potentiator | CHRM1 antagonist
COC(=O)c1cc(C(=O)OC)[nH]n1 | 1 | 0.5 | -10 | 1 | 5 | -3 | -0.4 | -6 | -4
CS(=O)(=O)N1CCCC(C(=O)Nc2ccccc2Cl)C1 (stereo not given) | -1 | 0.6 | -3 | 2 | 5 | -4 | 0.4 | 0 | -13
O=C(NCc1cccnc1)Nc1ccc(F)cc1F | 6 | 0.2 | -10 | -1 | 5 | -2 | 0.1 | 8 | -7
COCCNc1nc(NCC2CCCCC2)c2sc(-c3ccccc3)cc2n1 | 11 | x | x | -21 | 1 | -4 | x | x | -4
C=CCOC(=O)Nc1c(C(=O)OC)[nH]c2ccccc12 | 11 | -0.5 | -13 | 0 | 5 | -7 | -1.3 | -12 | -17
CCC(C)c1ccccc1NC(=O)CN(C)CCOc1ccc(Cl)cc1 (stereo not given) | 6 | -0.4 | -33 | -12 | 11 | -5 | -2.6 | -7 | -17
Cn1c(=O)n(C)c2cc([N+](=O)[O-])c(N3CCN(C(=O)c4ccccc4Cl)CC3)cc21 | 14 | 9.3 | 13 | 17 | -10 | -6 | 12 | -15 | -1
O=C(Nc1ccc2ccccc2c1)c1cccc([N+](=O)[O-])c1 | -2 | 1.5 | -5 | 19 | -3 | -6 | -2.0 | -5 | -8
COC(=O)c1c(C)oc2ccc(N(C(=O)c3ccncc3)S(=O)(=O)c3ccc(C)cc3)cc12 | x | 2.8 | 17 | x | -1 | -2 | -0.7 | -13 | 7
O=C(COC(=O)Cc1c(Cl)cccc1Cl)NCCC1=CCCCC1 | 10 | -0.9 | -15 | -23 | 5 | -6 | -1.4 | -15 | -11
Cc1ccc(CNC(=O)CCOc2ccc(C(C)(C)C)cc2)cc1 | 3 | 0.1 | -6 | 24 | 13 | -1 | -1.4 | -6 | -10
CCCn1nnc(NC(=O)c2ccc3ccccc3c2)n1 | 1 | -0.5 | -10 | -12 | 12 | 0 | -0.9 | -2 | -13

Not a hit list; 3.7% or so of the library scored in one or more.
